Bioassay records (PubChem)
MEKK2wt PB1 HTS: raises or lowers MEK5 binding to wildtype human MEKK2 PB1 domain; 290,000 tested, 1.1% active; bead flow cytometry, Alexa488-MEK5 binding to MEKK2 WT; actives lie on both sides; Q9Y2U5; binding response (% of control), % at 10 µM; AID 1531; in the data active = binding response below about 67% or above about 130%
NALP1 yeast inh: blocks the NALP1 inflammasome reconstituted in yeast. AID 2071. 280,000 tested, 0.61% active. S. cerevisiae NALP1/ASC/caspase-1 growth, X-gal OD620, 72 h. inhibition, % at 10 µM; in the data active = inhibition mostly above about 24%, no sharp cut-off; inactive = mostly below about 32%; note: some compounds called inactive have numbers as strong as hits
PfM18AAP inh: blocks P. falciparum M18 aspartyl aminopeptidase; recombinant PfM18AAP, H-Glu-NHMec fluorogenic cleavage; inhibition, % at 7.35 µM; 290,000 tested, 1.2% active; AID 1822;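 active = inhibition above the campaign mean inhibition over all tested compounds plus 3 SD, cut at about 28% in these data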;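 note: 0% = plate median of test compound wells and 100% = 2 mM ZnCl2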
VIM-2 inh: inhibitors of Pseudomonas aeruginosa VIM-2 metallo-beta-lactamase; inhibition, % at 5.6 µM; AID 1527; purified VIM-2, nitrocefin hydrolysis, epi-absorbance fluorescence; 290,000 tested, 0.89% active;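 active = inhibition above the mean of all tested compounds plus 3 SD, cutoff set per screening run, cut at about 7.5% in these data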;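 note: red hydrolysis product quenches plate fluorescence so inhibitors raise well fluorescence; 0% = enzyme with DMSO and 100% = DMSO without enzyme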
IMP-1 inh: inhibitors of Pseudomonas aeruginosa IMP-1 metallo-beta-lactamase. purified IMP-1, nitrocefin hydrolysis, epi-absorbance fluorescence. inhibition, % at 5.6 µM. 290,000 tested, 0.45% active. AID 1556;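 active = inhibition above the mean plus 3 SD of all compounds in the same screening run, cut at about 4.5% in these data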;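 note: 0% = IMP-1 with DMSO and 100% = DMSO wells lacking enzyme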
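System – purified recombinant IMP-1 beta-lactamase · Input – IMP-1 dispensed at 0.2 nM · Timing – 15 min preincubation plus 25 min reaction at 25 °C · Signal – Epi-absorbance fluorescence, 480 nm excitation, 530 nm emission · Measure – percent IMP-1 inhibition derived from blank-referenced optical density · Controls – Enzyme-plus-DMSO low control, enzyme-free DMSO high control · Replication – singlicate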
UBC9 SUMO inh: SUMOylation inhibition; P63279; HTRF SUMOylation assay, SAE1/SAE2 + UBC9, in vitro; inhibition, % at 35 µM; 290,000 tested, 0.36% active; AID 2006; in the data active = inhibition above about 50%, passing the limit was not always enough; note: strong numbers were not always called active
Target sequence (P63279 whole entry, looked up): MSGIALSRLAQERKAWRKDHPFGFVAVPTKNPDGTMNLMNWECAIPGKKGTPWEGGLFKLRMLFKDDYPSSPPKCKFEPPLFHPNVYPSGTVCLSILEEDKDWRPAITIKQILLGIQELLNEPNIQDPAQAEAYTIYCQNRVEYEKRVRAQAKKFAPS
MEKK2 mut-MEK5: signal of MEK5 binding to mutant human MEKK2 PB1 domain. bead flow cytometry, Alexa488-MEK5 binding to MEKK2 mutant. percent response, % at 10 µM. 290,000 tested, 0.35% active; in the data active = percent response above about 24%, passing the limit was not always enough; note: inactives centre near 1; some results filed as inactive read as strong as hits
FID counter: counter-screen for HCV NS3 helicase inhibitors: DNA intercalator displacement | inhibition, % at 7.9 µM | AID 1845 | DNA fluorescent intercalator displacement, fluorescence | 290,000 tested, 0.17% active; in the data active = inhibition above about 37%;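 note: 0% = vehicle and 100% = reference compound; higher means more ethidium bromide displaced from hairpin DNA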
NS3 helicase inh: inhibitors of Hepatitis C virus NS3 helicase; 290,000 tested, 0.56% active; inhibition, % at 10.9 µM; NS3 helicase DNA unwinding, Cy5 molecular beacon fluorescence;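 active = inhibition above the mean of all tested compounds plus 3 SD, set per campaign, cut at about 35% in these data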;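 note: 0% = DMSO wells and 100% = thioflavine S control wells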
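System: HCV NS3 helicase fragment; control set: DMSO and thioflavine S; technique: Cy5 fluorescence at 0 and 60 min, beacon hairpin quenching; reagent: beacon DNA duplex substrate plus ATP; replicates: singlicate; schedule: 1 h reaction at 25 °C, ATP-initiated; medium: MOPS buffer pH 6.5 with MgCl2, DTT, Tween20, BSA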
The depositor's hits bear a star; / = no result given; [ ] = another dose, or the depositor's remark.

mol	NS3 helicase inh	IMP-1 inh	VIM-2 inh	MEKK2 mut-MEK5	NALP1 yeast inh	PfM18AAP inh	FID counter	UBC9 SUMO inh	MEKK2wt PB1 HTS
CCN(CC)S(=O)(=O)c1cccc(C(=O)N2CCCc3ccccc32)c1	-4	-3.2	-1.1	4	14	-11	-28	16	106
Cc1ccc(OC(=O)Nc2ccccc2)cc1	-6	-1.7	-1.1	3	6	1	1	10	94
CC(NC(=O)c1ccco1)C(=O)N1CCN(C(c2ccccc2)c2ccccc2)CC1 (stereo not drawn)	-5	-1.0	-1.9	-5	12	2	-56	0	91
N/C(=N\OC(=O)c1cc(Br)ccc1Cl)c1cccnc1	7	0.2	0.5	0	-11	-12	-3	8	102
Cc1c(N=Cc2ccncc2)c(=O)n(-c2ccccc2)n1C	1	-1.1	-1.6	10	34	-3	-1	23	108
COc1cc2c(cc1NC(=O)CSCC(=O)O)oc1ccccc12	7	-2.7	0.3	0	2	-10	-28	17	105
Cc1ccc(-c2csc(=S)[nH]2)cc1	6	-2.0	-4.1	-2	-4	11	-2	0	94
CC1CCCCN1CCNC(=O)C1CC(=O)N(c2ccc(F)c(Cl)c2)C1 (stereo not drawn)	-6	-2.8	-5.7	3	13	-6	11	16	101
CCN(CC)S(=O)(=O)c1ccc(C(=O)NCc2ccc3c(c2)OCO3)cc1	0	-3.3	-2.8	-2	2	2	-21	1	102
O=C(N/N=C\c1ccc2c(c1)OCO2)c1ccc(Cn2cc(Br)c([N+](=O)[O-])n2)o1	9	2.3	0.7	-9	-5	-2	1	34	90
Cc1cccc(CN2CCC(C(N)=O)CC2)c1	10	-5.9	-5.7	-1	-1	-13	-1	2	99
CC(C)(C)NC(=O)Cc1ccc(Cl)c(Cl)c1	-1	-0.7	0.2	-5	5	-11	1	5	92
O=C(c1ccc2ccccc2n1)N1CCN(Cc2c(F)cccc2Cl)CC1	-6	-3.9	-2.0	1	-10	3	-47	-1	98
O=C(Cc1ccc(F)cc1)Nc1ccc(F)c([N+](=O)[O-])c1	-2	-1.4	-2.6	4	3	0	8	10	104
COc1ccc(-c2cc(=O)c3ccccc3[nH]2)cc1	2	-2.1	-2.3	2	15	-4	-1	8	101
CCCOC(=O)c1c(NC(=O)CSc2nc(-c3ccco3)cc(C(F)(F)F)n2)sc(C(=O)OC)c1C	2	-3.5	-4.2	-1	41*	-2	-1	-8	92
CCOC(=O)c1cnc2ccc(OCC)cc2c1NCc1cccnc1	0	-2.6	2.0	-2	25	9	9	25	102
O=c1c(-c2ccccc2)coc2c(CN3CCCC3)c(O)ccc12	2	-3.7	-2.7	5	15	-2	0	50*	107
Cc1ccc(S(=O)(=O)N2CCCC2C(=O)O)cc1 (stereo not drawn)	-4	-1.2	-2.9	-9	31	5	5	18	89
COc1ccc(OCC(O)Cn2c(=N)n(CCN3CCCCC3)c3ccccc32)cc1 (stereo not drawn)	-58	-0.4	6.2	17	1	7	31	-14	127
O=C(CC1C(=O)NCCN1C/C=C/c1ccccc1)NCCc1cnccn1 (stereo not drawn)	-6	-1.9	-1.5	-1	5	2	-20	4	102
COc1cccc(/C=C2/CN(C)CC3=C2OC(N)=C(C#N)C3c2cccc(OC)c2)c1 (stereo not drawn)	-12	-2.2	-1.6	4	6	1	-19	8	103
O=C(CC1C=Cc2ccccc2N1C(=O)c1ccccc1)c1ccccc1 (stereo not drawn)	-13	-3.4	-1.5	8	10	-3	-24	7	103
COc1ccc(NC(=O)CSc2nncs2)cc1OC	-6	-3.2	-1.2	-6	0	8	-4	8	97
CCN1/C(=C/c2ccc3cccc(C)c3[n+]2CC)Sc2ccccc21	-35	-2.0	-0.4	-27	34*	-3	-8	17	40*[inhibitor]
COc1cccc(C(=O)N2CCC(n3nccc3NC(=O)CCOc3ccccc3)CC2)c1	18	-2.0	-0.7	3	11	-3	-46	4	104
O=C(CCC(=O)Nc1ccc(F)cc1)N/N=C/c1ccc(F)cc1	7	-4.6	0.2	6	13	0	-10	-1	108
CC(C)(C)n1nnnc1C(c1ccccc1)N1CCc2ccccc2C1 (stereo not drawn)	3	-3.2	-1.0	9	-6	3	2	-6	108
O=C(CN1C(=O)S/C(=C\c2cccc(Cl)c2)C1=O)NCCCn1ccnc1	-40	0.9	0.8	-2	-5	18	16	2	106
Cc1cc(-n2ccc(=O)[nH]c2=O)nc(-c2ccccc2)n1	2	-5.0	-0.5	-5	3	6	-7	5	96
O=C(COC(=O)c1cc(=O)[nH]c2ccccc12)NCc1cccs1	-1	-2.6	-2.3	32	6	-1	-3	10	116
CCn1c(C)nc2cc(C(=O)N/N=C/c3cccc(OC)c3O)ccc21	12	-2.6	-4.1	-1	1	13	-15	-6	97
CN(C)C(=O)CSc1nc2ccccc2c(=O)[nH]1	1	-4.5	-0.7	14	15	2	-3	11	111
O=C(Nc1cccnc1)C1(F)C(F)(F)C(F)(F)C(F)(F)C(F)(F)C1(F)F	-9	-1.1	-4.3	-2	8	-1	3	-22	96
Cc1ccccc1CN1CCN(C(=O)c2cccc(F)c2)CC1	-2	-1.2	-2.9	2	1	1	-4	17	107
C[C@]12C(=O)N(c3ccc(Br)cc3)C(=O)N1[C@@H]1c3ccccc3OC[C@@H]1[C@H]2c1ccccc1	-4	0.9	0.8	-6	14	-2	-12	9	91
O=C1c2ccccc2C(=O)N1c1ccccc1S(=O)C(F)(F)F (stereo not drawn)	3	-2.4	-2.6	5	25	-4	-1	9	100
Cc1cc(C(=O)NC2CCCc3c2cnn3-c2cccc(C)c2C)n(C)n1 (stereo not drawn)	1	-2.5	-2.0	6	-3	-4	-45	12	97
O=C(CSc1nnc(-c2ccco2)n1CC1CCCO1)c1ccccc1 (stereo not drawn)	6	-3.3	1.5	4	7	-2	-22	-17	102
CCCC1=[N+](CC(=O)c2ccc(Br)cc2)CCn2cccc21	-8	-4.4	-1.9	20	0	0	3	20	113
CCOc1ccc(OCC)c(NC(=O)CSc2nc3ccccc3c(=O)n2C)c1	4	-1.6	-3.6	-1	36	4	-1	43	99
O=S(=O)(c1cccc2cccc(Cl)c12)N1CCCC1	-2	-2.4	-1.7	2	3	2	-1	-5	99
COc1ccccc1C(C)NCC(=O)Nc1ccccc1C(F)(F)F (stereo not drawn)	5	-1.6	-1.1	-1	28	-2	-8	18	105
Cc1ccc(CNS(=O)(=O)c2cc(F)ccc2CN2C(=O)c3cccnc3C2=O)o1	-3	-3.4	-1.8	1	-3	7	-14	5	101
CC(=O)Cc1nsc(NC(=O)c2ccc(COc3ccc(C)cc3)o2)n1	1	-4.3	-1.9	3	9	-10	-2	4	107
CCn1ccnc1CNC(=O)CC1C(=O)NCCN1CCCc1ccccc1 (stereo not drawn)	-9	-4.5	-3.8	5	10	8	-9	-14	108
C=CCNC(=O)C(C)Sc1ccc(Cl)cc1 (stereo not drawn)	3	-0.2	-2.2	6	/	0	-5	-10	110
CC1CCCN(CCCNC(=O)C2CC(=O)N(CCc3ccccc3)C2)C1 (stereo not drawn)	-7	-3.5	-2.9	3	-9	-4	6	/	106
N#Cc1ncc(C(F)(F)F)cc1Sc1ccc(N)cc1	15	-0.5	4.9	2	-1	8	-3	1	101
CCn1c(=O)c([N+](=O)[O-])c(NCCN(C)C)c2ccccc21	2	-3.7	-0.4	-4	-1	2	2	4	95

Remaining list, next part.
mol	NS3 helicase inh	IMP-1 inh	VIM-2 inh	MEKK2 mut-MEK5	NALP1 yeast inh	PfM18AAP inh	FID counter	UBC9 SUMO inh	MEKK2wt PB1 HTS
CC(=O)N/C(=C/c1ccc2c(c1)OCO2)C(=O)NCC(=O)O	3	-1.9	-0.8	0	27	8	3	6	97
COCc1cc(C)nc(Oc2ccccc2)c1C#N	4	-2.2	-4.3	0	0	-1	-2	20	95
CCOCC(=O)N(CC)Cc1ccccc1	3	-2.4	-0.9	-5	-12	3	3	-2	100
CCCCNC(=O)c1cn(CC)c2ccc(S(=O)(=O)N3CCCCCC3)cc2c1=O	-9	-3.3	-2.5	4	1	0	-16	-6	103
Cc1ccc(Cn2ccc(NC(=O)CCSc3nc(-c4ccco4)cc(C(F)(F)F)n3)n2)cc1	13	1.8	-1.1	6	27	1	-9	-16	109
CC(C)c1ccc(NC(=O)CN2CCN(c3ccccn3)CC2)cc1	-13	-0.9	-0.8	1	10	0	-23	-10	105
CCN1/C(=C\C(=S)Nc2ccccc2)Sc2ccccc21	-13	-1.6	-0.4	-6	-3	41*	-1	-4	82
CCN(CC1CCCO1)C(=O)c1cc(COc2ccc(F)cc2F)on1 (stereo not drawn)	13	-2.2	-3.3	6	-2	4	-16	-8	98
COc1ccc(NS(=O)(=O)N2CCOCC2)cc1	15	-0.6	-0.8	-5	16	-17	-1	5	88
CC(=Nc1ccccc1)C1=C(O)CCCC1=O	13	-2.9	-1.5	1	27	8	-9	14	105

A second format for 2 compounds above:
Order of values: NS3 helicase inh	IMP-1 inh	VIM-2 inh	MEKK2 mut-MEK5	NALP1 yeast inh	PfM18AAP inh	FID counter	UBC9 SUMO inh	MEKK2wt PB1 HTS
CC(=O)N/C(=C/c1ccc2c(c1)OCO2)C(=O)NCC(=O)O
 : 3	-1.9	-0.8	0	27	8	3	6	97
COCc1cc(C)nc(Oc2ccccc2)c1C#N
 : 4	-2.2	-4.3	0	0	-1	-2	20	95
